Screening data deposited in PubChem BioAssay by National Center for Advancing Translational Sciences (NCATS).
FH mod = Identification of activators of human fumarate hydratase by quantitative high-throughput screening | FH coupled MDH/diaphorase resazurin fluorescence, 15 min | Potency, µM (titrated, usually from 79.9 µM), for the others: at the highest dose activity change, negative = inhibition, most hits filed as inhibitors | hit rate 0.22% among 54,000 | AID 1347055, 2019; also: the screen sought activators but most active calls are inhibition curves; nearly all actives have a fitted effect of over 45% in size
NTMT1 inh = NTMT1 methyltransferase inhibition | Potency, µM (series often up to 114 µM), inactives show at the highest dose activity change, negative = inhibition, hits mostly inhibitors | hit rate 2.5% among 59,000 | NTMT1 MTase-Glo SAH luminescence, purified enzyme;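 also: plate controls were DMSO vehicle for no effect and no enzyme for full effect; nearly all actives have a fitted effect of over 65% in size; many of its hits are not listed in these tables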
Active calls of the source: *; ? = inconclusive; & = joins results of further samples; [ ] = remark or other dose. Calls follow the shape of the dose curve; as a rule, active = well fitted curve in the direction sought with a large enough effect; inconclusive = small, poorly fitted or top-dose-only effect, or another doubt; inactive = no such curve, though single readings can be large; an effect the other way counts as inactive or inconclusive. Unless noted, % is scaled to controls: 0 for no effect and ±100 for the full control effect; potency is read from the fitted curve at half-maximal effect.

SMILES	FH mod	NTMT1 inh
CN(C)CCc1ccc(O)cc1	5%&6%[53.3 µM]	?
C[C@H](Nc1ncnc2nc[nH]c12)c1nc2ccc(F)cc2c(=O)n1-c1ccccc1	-23%	10%[57.5 µM]
CC(=O)OC[C@]12C[C@H](O)C(C)=C[C@H]1O[C@@H]1[C@H](O)[C@@H](O)[C@@]2(C)[C@]12CO2	-2%[53.3 µM]	9%[29.8 µM]
CCCN(CCC)C(=O)Cc1c(-c2ccc(Cl)cc2)nc2ccc(Cl)cn12	-8%[53.3 µM]	9%[57.5 µM]
C[C@H]1CCC[C@H](O)CCC/C=C/c2cc(O)cc(O)c2C(=O)O1	-12%	1.4µM*
COc1ccc2c(c1OC)C(=O)O[C@H]2[C@@H]1c2cc3c(cc2CCN1C)OCO3	-18%&-3%[53.3 µM]	18%[57.5 µM]
CCCN(CCC)CCc1ccc(OC)c(OCCc2ccccc2)c1	3%	-4%[57.5 µM]
COc1cc2c(c(OC)c1OC)-c1ccc(SC)c(=O)cc1[C@@H](NC(C)=O)CC2	31%	-3%[57.5 µM]
O=c1[nH]c2ccccc2n1C1CCN(CCCC(c2ccc(F)cc2)c2ccc(F)cc2)CC1	?	-4%&-3%[57.5 µM]
O=P1(NCCCl)OCCCN1CCCl (configuration not stated)	7%&-4%[53.3 µM]	3%
C[C@]12CC[C@H](O)CC1=CC[C@@H]1[C@@H]2CC[C@]2(C)C(=O)CC[C@@H]12	-1%	2%&-13%[57.5 µM]
C[C@H]([C@H](O)CCC(C)(C)O)[C@H]1CC[C@@]2(O)C3=CC(=O)[C@@H]4C[C@@H](O)[C@@H](O)C[C@]4(C)[C@@H]3CC[C@]12C	16%[53.3 µM]	-7%[57.5 µM]
C=C[C@H]1CN2CCC1C[C@H]2[C@H](O)c1ccnc2ccccc12 (some centres not stated)	2%	-22%[57.5 µM]
CCC(=O)O[C@H]1CC[C@H]2[C@@H]3CCC4=CC(=O)CC[C@]4(C)[C@H]3CC[C@]12C	-1%[53.3 µM]	-30%[57.5 µM]
CCCCCn1cc(C(=O)Oc2cccc3cccnc23)c2ccccc21	-11%	0%[57.5 µM]
CCOC(=O)C(c1c(O)c2ccccc2oc1=O)c1c(O)c2ccccc2oc1=O	-5%[53.3 µM]	9%[57.5 µM]
COc1ccc2c(c1)[C@]13CCCCC1C(C2)N(C)CC3 (some centres not stated)	15%[53.3 µM]	-19%[57.5 µM]
CC[C@@]1(O)C(=O)OCc2c1cc1n(c2=O)Cc2cc3ccccc3nc2-1	-14%&1%[53.3 µM]	6%
CN1C(=O)NC(=O)C(C)(C2=CCCCC2)C1=O (configuration not stated)	-7%[53.3 µM]	5%[57.5 µM]
COC(=O)C1(C)CCC(O)C2(C)c3cc(O)c(C(C)C)cc3C(O)C(OC(C)=O)C12 (configuration not stated)	3%[53.3 µM]	?

Profiles, looked up by structure. Screens in order: FH mod	NTMT1 inh
`O=P1(NCCCl)OCCCN1CCCl` (configuration not stated) in the list: 7%&-4%[53.3 µM]	3%
`CCCCCn1cc(C(=O)Oc2cccc3cccnc23)c2ccccc21` in the list: -11%	0%[57.5 µM]
`CCC(=O)O[C@H]1CC[C@H]2[C@@H]3CCC4=CC(=O)CC[C@]4(C)[C@H]3CC[C@]12C` in the list: -1%[53.3 µM]	-30%[57.5 µM]

Following part
SMILES	FH mod	NTMT1 inh
Cc1c(C(=O)Nc2cccc(C(F)(F)F)c2)cc(-c2ccccc2)n1CCCN1CCOCC1	-17%	?
C[C@]12CC[C@H](O)C[C@@H]1CC[C@@H]1[C@@H]2CC[C@]2(C)C(=O)CC[C@@H]12	3%	-27%[57.5 µM]
O=C(O)c1ccnc2cc(C(OCCN3CCCCC3)c3ccccc3Cl)[nH]c12 (configuration not stated)	-1%	0%[57.5 µM]
CCN(CC)CCOC(=O)C(O)(c1ccccc1)c1ccccc1	2%[53.3 µM]	-12%[57.5 µM]
CC(=O)C1CCC2C3CCC4C[C@@H](O)CCC4(C)C3CCC12C (some centres not stated)	-3%	3%[57.5 µM]
CCOP(=O)(NC(C)C)Oc1ccc(SC)c(C)c1 (configuration not stated)	2%	?
CN(C)NC(=O)CCC(=O)O	2%[53.3 µM]	13%
C[C@@H]1[C@H](O)[C@@H](C)/C=C/C=C/CC/C=C/C=C/C=C/C=C/[C@H](O[C@H]2O[C@@H](C)[C@H](O)[C@@H](N)[C@H]2O)C[C@@H]2O[C@](O)(C[C@@H](O)[C@H](O)CC[C@@H](O)C[C@@H](O)C[C@@H](O)CC(=O)O[C@H]1C)C[C@H](O)[C@H]2C(=O)O	1%[53.3 µM]	-8%[29.8 µM]
C[C@]12CC[C@H](O[C@@H]3O[C@H](CO)[C@@H](O)[C@H](O)[C@H]3O)CC1=CC[C@@H]1C2CC[C@]2(C)[C@@H](C3=CC(=O)OC3)CC[C@]12O (some centres not stated)	0%[20.6 µM]	7%[12.6 µM]
CS(=O)(=O)c1ccc(C(=O)C2C(=O)CCCC2=O)c([N+](=O)[O-])c1	-8%	?
CN1C(=O)N(c2ccc(C#N)c(C(F)(F)F)c2)C(=O)[C@@]1(CO)c1ccccc1	3%	-2%[57.5 µM]
CC1CCCC(=O)CCC/C=C/c2cc(O)cc(O)c2C(=O)O1 (configuration not stated)	-1%[53.3 µM]	7.9µM*
CN1CCC(O)(c2ccc(F)cc2)C(C(=O)c2ccc(F)cc2)C1 (configuration not stated)	5%[53.3 µM]	34%[activator][57.5 µM]
CCN1CCCC1CNC(=O)C(O)(c1ccccc1)c1ccccc1 (configuration not stated)	-8%[53.3 µM]	13%[57.5 µM]
CCCCOC(=O)c1ccnc2cc(C(OCCN3CCCCC3)c3ccccc3Cl)sc12 (configuration not stated)	-11%	?
CC(=O)O[C@@H]1[C@H]2CC[C@H]3[C@@](C)(O)[C@@H]4C[C@H](O)C(C)(C)[C@@]4(O)[C@H](O)C[C@@]13C[C@@]2(C)O	-3%[53.3 µM]	11%[29.8 µM]
Cn1c(CCCC(=O)O)nc2cc(N(CCCl)CCCl)ccc21	-15%&-6%&1%[53.3 µM]	?
CCCCOC(=O)c1ccccc1C(=O)OCc1ccccc1	-8%	-26%
COc1cc(C(=O)O[C@H]2[C@@H]3C=CO[C@@H](O[C@@H]4O[C@H](CO)[C@@H](O)[C@H](O)[C@H]4O)[C@@H]3[C@@]3(CO)O[C@@H]23)ccc1O	?	0%[29.8 µM]
C[C@@H]1O[C@@H](O[C@H]2CC[C@@]3(C)C(CC[C@@H]4C3CC[C@]3(C)[C@@H](C5=CC(=O)OC5)CC[C@]43O)C2)[C@H](O[C@@H]2O[C@H](CO)[C@@H](O)[C@H](O)[C@H]2O)[C@H](O)[C@H]1O (some centres not stated)	0%[20.6 µM]	7%[12.6 µM]

Given with two lines to a compound: entries from further up.
Under each structure: FH mod | NTMT1 inh
C[C@]12CC[C@H](O)C[C@@H]1CC[C@@H]1[C@@H]2CC[C@]2(C)C(=O)CC[C@@H]12
    3% | -27%[57.5 µM]
O=C(O)c1ccnc2cc(C(OCCN3CCCCC3)c3ccccc3Cl)[nH]c12 (configuration not stated)
    -1% | 0%[57.5 µM]

(list continues)
SMILES	FH mod	NTMT1 inh
CN1[C@@H]2CC[C@H]1CC(OC(=O)c1cc(Cl)cc(Cl)c1)C2 (some centres not stated)	4%[53.3 µM]	9%[57.5 µM]
CCCCCCC(=O)CCCCCC/C=C/C[C@@H](O)[C@H](O)[C@@](N)(CO)C(=O)O	5%[20.6 µM]	30%[29.8 µM]
CC(=O)O[C@H]1C[C@]2(O)[C@@H]3CC[C@@H]4C[C@@H](O)CC[C@]4(C)[C@H]3CC[C@]2(C)[C@H]1c1ccc(=O)oc1	7%	17%[57.5 µM]
CC1Sc2c(C(=O)O)c(=O)c3cc(F)c(N4CCNCC4)cc3n21 (configuration not stated)	-1%[53.3 µM]	-4%[57.5 µM]
CC[C@H]1/C=C\C=C/C[C@@H](C)[C@H](O)[C@@](C)(O)C(=O)[C@@H](C)[C@H](O)[C@@H](C)C(=O)[C@@H](C)[C@H](O)[C@@H](C)/C=C\C(=O)O[C@@H]2[C@H](C)[C@H](CC1)O[C@]1(CC[C@H](C)[C@H](C[C@@H](C)O)O1)[C@H]2C	-22%	1%[57.5 µM]
COC[C@]12CN(C)C3C4[C@H](OC)[C@H]1C3(C(OC)C[C@H]2O)[C@H]1C[C@@]2(O)[C@H](OC(=O)c3ccccc3)[C@@H]1[C@]4(O)[C@@H](O)[C@@H]2OC (some centres not stated)	13%	-16%[57.5 µM]
COC[C@H]1OC(=O)c2coc3c2[C@@]1(C)C1=C(C3=O)[C@@H]2CC[C@H](O)[C@@]2(C)C[C@@H]1OC(C)=O	-5%[53.3 µM]	-37%[57.5 µM]
CC/C=C/C=C/C1(C)OC(OC)=C(C(=O)C2C(C)C(=O)c3cc(OC)c(O)c(O)c3C2(C)O)C1=O (configuration not stated)	-13%[53.3 µM]	9%[29.8 µM]
CC(=O)OC[C@]12C[C@H](OC(=O)CC(C)C)C(C)=C[C@H]1O[C@@H]1[C@H](O)[C@@H](O)[C@@]2(C)[C@]12CO2	0%[53.3 µM]	14%[29.8 µM]
C=C1C[C@@H]2[C@H](CC[C@]3(C)C(=O)CC[C@@H]23)[C@@]2(C)C=CC(=O)C=C12	-2%[53.3 µM]	6%
O=[N+]([O-])c1c(Cl)c(Cl)cc(Cl)c1Cl	5%	9%

Part of the list above, as a markdown table.
| SMILES | FH mod | NTMT1 inh |
| --- | --- | --- |
| CCC(=O)O[C@H]1CC[C@H]2[C@@H]3CCC4=CC(=O)CC[C@]4(C)[C@H]3CC[C@]12C | -1%[53.3 µM] | -30%[57.5 µM] |
| CCCCCn1cc(C(=O)Oc2cccc3cccnc23)c2ccccc21 | -11% | 0%[57.5 µM] |
| CCOC(=O)C(c1c(O)c2ccccc2oc1=O)c1c(O)c2ccccc2oc1=O | -5%[53.3 µM] | 9%[57.5 µM] |
| COc1ccc2c(c1)[C@]13CCCCC1C(C2)N(C)CC3 (some centres not stated) | 15%[53.3 µM] | -19%[57.5 µM] |

This is a subset; rates above refer to the full screens.
